AMA1-RON2 inh – disrupts binding of P. falciparum AMA1 to RON2 | 0.2% of 360,000 active | AID 720542 | Potency, µM (doses to about 58.2 µM), for the others: at the highest dose activity change, negative = inhibition, usual class: inhibitors | AlphaScreen AMA1-biotinylated RON2 peptide binding; active = well fitted inhibition curve with a large enough effect; inconclusive = small, poorly fitted or top-dose-only effect; inactive = no such curve, though single readings can be large or run the other way;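 note: potency is the fitted concentration of half-maximal effect; 0% = vehicle wells and -100% = peptide control; nearly all actives have a fitted effect of over 45% in size; some results filed as inactive show a strong effect at the top dose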
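AMA1 (3D7) with his tag at 25 nM final met compounds first, then biotinylated RON2 peptide at 25 nM; detection used donor plus acceptor beads, 10 µg/mL apiece, read by AlphaScreen after 30 min at room temperature.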
HCMV antiviral – blocks human cytomegalovirus replication; HFF cells, HCMV-luciferase reporter, 72 h; stronger effect = lower value; activity change, negative = inhibition, % at 57.5 µM; 4.5% of 410,000 active; AID 1259415; in the data active = activity change below about -60%; inconclusive = no clear call, values can overlap the other calls; inactive = above about -39%
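Cell-based, HFFs, 1000 cells/well, 16 h 37C; cpds in DMSO + HCMV-luc, MOI 1 PFU/cell; 72 h 37C; OneGlo luminescence after 5 min RT; norm. to buffer vs Salinomycin 10uM.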
Numbers without * were called inactive; ? = inconclusive; [ ] = dose if it differs, or a comment. Unless noted, % is set by controls: 0 for no effect and ±100 for the full control effect. The list is partial; count on the stated rates, not on these rows.

mol	HCMV antiviral	AMA1-RON2 inh
Cc1cc2nc(-c3ccccc3O)[nH]c2cc1C	25	56%[activator]
Cc1ccc(S(=O)(=O)N2C[C@H]3C(=O)C[C@@H](c4cccc(Cl)c4)N(S(=O)(=O)c4ccc(C)cc4)[C@H]3C[C@H]2c2ccc(Cl)cc2)cc1	-15	6%
CC1CCN(C(=O)c2ncn3c2c(=O)[nH]c2ccccc23)CC1	-5	4%
CCOC(=O)C1=CCN(S(=O)(=O)c2cccc(Cl)c2)C1c1cccc(F)c1 (stereo not given)	-31	15%
Clc1cccc(-c2cc3nc(NCCOc4ccccc4)ccn3n2)c1	-20	10%
CC1(C(=O)NCc2ccco2)Cc2c(-c3cccc(C(N)=O)c3)ccnc2O1 (stereo not given)	39	-1%
Cc1ccc(S(=O)(=O)NCC(=O)OCC(=O)c2ccc(S(=O)(=O)N3CCCCC3)cc2)cc1C	20	-7%
C[C@H](NC(=O)C[C@@H]1CC[C@H]2[C@@H](COC[C@H](O)CN2Cc2ccc(C(F)(F)F)cc2)O1)c1ccccc1	-19	2%
Nc1ccccc1N1C(=O)c2cccc3cccc(c23)C1=O	19	2%
COC1=C(Br)C(=O)c2ncccc2C1=O	-69*	-23%
OC(c1ccccc1)c1nc(-c2cc3ccccc3o2)cs1 (stereo not given)	115	6%
Cn1cc([C@]2(O)C(=O)Nc3ccc(Br)cc32)c2ccccc21	-2	-13%

mol	HCMV antiviral	AMA1-RON2 inh
Cc1cccc(S(=O)(=O)N[C@@H]2CC[C@@H](CCNS(=O)(=O)c3ccccc3F)O[C@@H]2CO)c1	-37	-1%
Cc1nnc(SCCn2c(N3CCCCC3)nc3c2c(=O)n(C)c(=O)n3C)s1	-14	0%
O=C(CCN1CCCCC1)c1cccc(Cl)c1	?	-15%
COC(=O)C1=C(C)NC(=S)NC1c1ccc(N(CCCl)CCCl)cc1Cl (stereo not given)	?	48%[activator]
CC1(C(=O)Nc2ccc3c(c2)OCCO3)CCC(=O)N1CC(F)(F)F (stereo not given)	9	11%
NC(c1ccccc1)c1csc(NC(=O)Nc2cccc(Cl)c2)n1 (stereo not given)	22	70%[activator]
COc1ccc(CCNC2(C#N)CCCCC2)cc1OC	-25	-2%
OC[C@@H]1CN(Cc2ccncc2)C[C@H](n2cnc3c(N4CCCC4)ncnc32)O1	-5	0%
OCCN1CCN(CC/C=C2/c3ccccc3CSc3ccccc32)CC1	-22	-19%
CC1=C(C(=O)N2CCOCC2)CC(CC(=O)NC2CC2)C(=O)N1Cc1ccc(C(C)(C)C)cc1 (stereo not given)	-10	7%
CC(C)C[C@@H](CN)NC(=O)c1nc[nH]c1C(=O)N[C@@H](Cc1ccccc1)C(=O)CNC[C@H](C)NC(=O)c1nc[nH]c1C(=O)N[C@@H](CC(C)C)C(=O)O	-31	79%[activator]
CN(C)c1cc2c3ccccc3n(C)c2cc1N	51	3.5µM*

16 compounds already listed, ordered by length of the SMILES, highest first.
mol	HCMV antiviral	AMA1-RON2 inh
CC(C)C[C@@H](CN)NC(=O)c1nc[nH]c1C(=O)N[C@@H](Cc1ccccc1)C(=O)CNC[C@H](C)NC(=O)c1nc[nH]c1C(=O)N[C@@H](CC(C)C)C(=O)O	-31	79%[activator]
C[C@H](NC(=O)C[C@@H]1CC[C@H]2[C@@H](COC[C@H](O)CN2Cc2ccc(C(F)(F)F)cc2)O1)c1ccccc1	-19	2%
Cc1cccc(S(=O)(=O)N[C@@H]2CC[C@@H](CCNS(=O)(=O)c3ccccc3F)O[C@@H]2CO)c1	-37	-1%
Cc1ccc(S(=O)(=O)NCC(=O)OCC(=O)c2ccc(S(=O)(=O)N3CCCCC3)cc2)cc1C	20	-7%
OC[C@@H]1CN(Cc2ccncc2)C[C@H](n2cnc3c(N4CCCC4)ncnc32)O1	-5	0%
CC1(C(=O)NCc2ccco2)Cc2c(-c3cccc(C(N)=O)c3)ccnc2O1 (stereo not given)	39	-1%
Cc1nnc(SCCn2c(N3CCCCC3)nc3c2c(=O)n(C)c(=O)n3C)s1	-14	0%
COC(=O)C1=C(C)NC(=S)NC1c1ccc(N(CCCl)CCCl)cc1Cl (stereo not given)	?	48%[activator]
CC1(C(=O)Nc2ccc3c(c2)OCCO3)CCC(=O)N1CC(F)(F)F (stereo not given)	9	11%
Cn1cc([C@]2(O)C(=O)Nc3ccc(Br)cc32)c2ccccc21	-2	-13%
NC(c1ccccc1)c1csc(NC(=O)Nc2cccc(Cl)c2)n1 (stereo not given)	22	70%[activator]
Nc1ccccc1N1C(=O)c2cccc3cccc(c23)C1=O	19	2%
OC(c1ccccc1)c1nc(-c2cc3ccccc3o2)cs1 (stereo not given)	115	6%
COc1ccc(CCNC2(C#N)CCCCC2)cc1OC	-25	-2%
CN(C)c1cc2c3ccccc3n(C)c2cc1N	51	3.5µM*
O=C(CCN1CCCCC1)c1cccc(Cl)c1	?	-15%

The listing continues.
mol	HCMV antiviral	AMA1-RON2 inh
CCCCn1c(N)c(N(Cc2ccccc2OC)C(=O)C(C)Oc2cccc(Cl)c2)c(=O)[nH]c1=O (stereo not given)	-1	-3%
CC12CCC3c4ccc(O)cc4CCC3C1CC(=NO)C2O (stereo not given)	-3	-7%
COCCN(C(=O)c1ccc2c(c1)S(=O)(=O)N=C1CCCCCN12)c1c(N)n(CC(C)C)c(=O)[nH]c1=O	?	3%
COc1cc(NC(C)CCCNC(C)C)c2ncccc2c1OC (stereo not given)	-82*	-20%
COc1ccc(C(=O)NCCn2cc(SCC(=O)Nc3nnc(C)s3)c3ccccc32)cc1	-9	-11%
CCCCN1C(N)=NC[C@@H]1Cc1ccccc1	-17	23%
COC1C=CC=C(C)C(=O)NC2=CC(=O)C(N)=C(CC(C)CC(OC)C(O)C(C)C=C(C)C1OC(N)=O)C2=O (stereo not given)	-98*	2%
CCCC(O)(c1ccccc1)C(c1ccccc1)c1ccccn1 (stereo not given)	-28	-8%
C[C@@H]1CN([C@@H](C)CO)C(=O)CCCn2cc(nn2)CO[C@H]1CN(C)S(=O)(=O)c1ccccc1F	3	-9%
COC(=O)C1(C)COP(=O)(NC23CC4CC(CC(C4)C2)C3)OC1 (stereo not given)	-16	11%
O=C1CCN(Cc2ccccc2)C(=S)N1	-22	-9%
COc1ccc(C(=O)NC(=S)NNC(=O)c2ccccc2C)cc1	15	84%[activator]

mol	HCMV antiviral	AMA1-RON2 inh
COC(=O)C[C@H]1c2ccccc2S(=O)(=O)N1Cc1ccc(OC)cc1	-13	-1%
Cn1c(OCC2CCCO2)nc2cc(-c3ccccc3)sc2c1=O (stereo not given)	-5	16%
COC(=O)c1ccc(CC2(C)C(=O)Nc3ccc(-c4cccc(C(F)(F)F)c4)cc32)o1 (stereo not given)	?	-2%
CC1=NN(C(=O)c2ccncc2)C(=O)C1N=Nc1ccc2ccccc2c1 (stereo not given)	17	-25%
O=C(O)c1cc(N2C(=O)C=CC2=O)cc(N2C(=O)C=CC2=O)c1	-16	14%
O=C(NCc1ccccc1)c1cc(C2COCCN2S(=O)(=O)c2ccccc2)on1 (stereo not given)	-4	-10%
COc1ccc(S(=O)(=O)N(C)CC(=O)NCCCN2CCOCC2)cc1C	94	2%
COc1ccccc1CCC(=O)Nc1ccc2c(c1)c(=O)n(C)n2Cc1cccc(C(F)(F)F)c1	-15	-5%
COc1ccc(-c2ccc3c(c2)[C@@H]2C[C@H](N(C)C(=O)C(C)(C)C)[C@H]([C@H](C)O)C(=O)N2CC3)cc1	-2	-6%
CCC1(O)C(=O)OCc2c1cc1n(c2=O)Cc2cc3c(N)cccc3nc2-1 (stereo not given)	-98*	3%
CCCCCCCCN1C(=O)[C@H](CC(=O)NCC2CCCCC2)C[C@@]2(C(=O)OCC)CCCC=C12	-4	2%
COCCCN1C(=O)C(CC(=O)NCc2cccs2)CC(C(=O)N2CCOCC2)=C1C (stereo not given)	4	16%

mol	HCMV antiviral	AMA1-RON2 inh
COc1ccc2ncccc2c1Cc1c(OC)ccc2ncccc12	-29	-15%
COC(=O)c1cc(=O)nc(NNC(C)=O)s1	-14	-25%
C/C(=N/NC(=O)c1ccc(C(C)(C)C)cc1)c1cccnc1	6	57%[activator]
Cc1ccc(CNC(=O)C2CCCC2)cc1	47	-4%
CSC1=NCCN1C(=O)C(C)(C)Oc1ccc(Cl)cc1	19	10%
Cc1csc(=O)n1CCC(=O)OCC(=O)NCc1ccccc1	-26	8%
CC(=O)c1cccc(-c2cnc3c(NC=O)cc(-c4ccc(F)cc4)cn23)c1	1	11%
Cc1ccccc1-c1ccc2c(c1)CNCc1cnnn1-2	68	0%
COc1ccc(C(c2nnnn2-c2ccc3c(c2)OCCO3)N2CCN(C/C=C/c3ccccc3)CC2)cc1 (stereo not given)	10	-23%
CCOc1ccc(NC(=S)NC(=O)c2cncc(Br)c2)cc1	-1	34%[activator]
CC(C)NC(=O)C1(C)CCN1Cc1ccc(C(F)(F)F)cc1 (stereo not given)	-10	4%
C=CCNc1cc(=O)n(Cc2ccccc2)c(=O)[nH]1	-7	-14%

mol	HCMV antiviral	AMA1-RON2 inh
C[C@@H]1CN([C@H](C)CO)C(=O)CCCn2nncc2CO[C@@H]1CN(C)S(=O)(=O)c1ccc(Cl)cc1	-2	10%
C=CCn1nc(C(=O)N2CCOCC2)cc1-c1sc(NC(=O)c2ccccc2)nc1C	-35	9%
Cc1nc(Cc2nnc(SCC(=O)N3c4ccccc4NC(=O)C3(C)C)o2)cs1	14	-5%
CC(=O)Nc1ccc(S(=O)(=O)N[C@@H](C)C(=O)N2CCN(c3ccccn3)CC2)cc1	-28	9%
O=C(NC(=S)Nc1ccc(Cl)cc1)c1cncc(Br)c1	?	34%[activator]
CC(C)(C(=O)N1CCC1(C)C(=O)Nc1ccccc1Br)c1ccccc1 (stereo not given)	21	-4%
OC[C@@H]1CN(CCNc2ccccc2)C[C@H](n2cnc3c(NCc4ccncc4)ncnc32)O1	21	15%
COc1cccc(CN(CCC(=O)O)Cc2cccc(OC)c2)c1	23	13%
COc1ccccc1-c1ccc2c(c1)C(C)(Cc1ccc(Cl)cc1)C(=O)N2 (stereo not given)	5	4%
COC(=O)C1C2CCCCC1C(=O)O2 (stereo not given)	2	-9%
C[C@H](CO)N1C[C@H](C)[C@@H](CN(C)CC2CCOCC2)Oc2cc(C#Cc3ccccc3F)ccc2S1(=O)=O	-10	-14%
COc1cccc(CN2CC(C(=O)NCCc3nccs3)CCC2=O)c1 (stereo not given)	-1	5%

mol	HCMV antiviral	AMA1-RON2 inh
COC(=O)c1cn(Cc2ccc(F)cc2)c2ccccc12	13	29%
Cc1ccc(Nc2cccc(C(F)(F)F)c2)nn1	25	-9%
C[C@@H]1CN([C@@H](C)CO)S(=O)(=O)c2ccc(C#CC3CCCCC3)cc2O[C@@H]1CN(C)Cc1cccnc1	-22	-16%
CCCCNC(=O)C(NC(=O)c1ccc(C(F)(F)F)cc1)C(=O)c1ccccc1 (stereo not given)	17	-3%
OC(c1cccc(Cl)c1)c1nc(-c2ccc(F)c(Cl)c2)cs1 (stereo not given)	-8	15%
COc1ncccc1-c1cnc2cccnn12	-6	12%
COc1cc(-c2ccc3oc(-c4ccsc4)cc3c2)cc(OC)c1OC	-18	4%
O=C1CC=C2C3CC4N(CCC45c4ccccc4N1C25)CC3=CCO (stereo not given)	16	17%
COc1ccc([C@@H]2C[C@H]3[C@@H](CN2S(=O)(=O)c2ccccc2)C(=O)C[C@@H](c2cccc4ccccc24)N3S(=O)(=O)c2ccc(C)cc2)cc1	-7	-9%
COC(=O)C[C@H]1c2cc(F)ccc2S(=O)(=O)N1C(C)C	-10	-2%
CCOC(=O)C1CCCN(C(=O)c2cc(C#N)cs2)CC1 (stereo not given)	-2	-2%
CC(C)c1ccc(CN2CCC(C)(Oc3ccc(Cl)cc3)C2)cc1 (stereo not given)	-12	-13%
Nc1nc(-c2cccnc2)nn1S(=O)(=O)c1ccccc1	25	-5%
COc1cc(-c2coc3c(C(=O)NCc4ccncc4)cccc23)ccc1O	-17	-5%
